Source: PubChem BioAssay
M4 ag – agonists of human muscarinic M4 receptor (CHRM4); CHO-K1 hM4/Gqi5, Fluo-8 calcium fluorescence; vehicle 0%, full acetylcholine response 100%; AID 624127; P08173; activation, % at 3 µM; 360,000 tested, 0.14% active;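 active = activation above the run mean over all test wells plus 3 SD, cut at about 32% in these data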;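 also: peak over basal fluorescence ratio per well then scaled between controls; 0% = DMSO wells and 100% = acetylcholine at EC100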
M1 PAM – positive allosteric modulators of human M1 muscarinic receptor; activation, % at 3 µM; CHO-K1 hM1, Fluo-8 calcium fluorescence, ACh EC20; 0% = ACh EC20, 100% = maximal ACh; 360,000 tested, 0.088% active; P11229; in the data active = activation above about 19%, passing the limit was not always enough
Target sequence (P11229 whole entry, looked up): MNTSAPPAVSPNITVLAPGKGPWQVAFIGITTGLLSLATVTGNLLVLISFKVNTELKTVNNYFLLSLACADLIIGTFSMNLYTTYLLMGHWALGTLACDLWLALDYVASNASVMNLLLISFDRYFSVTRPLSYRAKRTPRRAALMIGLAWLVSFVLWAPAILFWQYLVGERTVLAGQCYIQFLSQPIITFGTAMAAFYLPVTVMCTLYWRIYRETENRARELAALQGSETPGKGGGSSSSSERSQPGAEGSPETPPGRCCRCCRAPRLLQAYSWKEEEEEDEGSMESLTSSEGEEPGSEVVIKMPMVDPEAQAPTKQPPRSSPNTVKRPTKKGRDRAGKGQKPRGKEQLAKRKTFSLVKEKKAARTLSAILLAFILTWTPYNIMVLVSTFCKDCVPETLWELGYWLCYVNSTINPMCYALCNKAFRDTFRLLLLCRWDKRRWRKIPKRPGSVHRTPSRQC
M5 ag – CHRM5 agonism in calcium assay. activation, % at 3 µM. P08912. AID 624037. 360,000 tested, 0.19% active. CHO-K1 hM5 cells, Fluo-8 calcium fluorescence; 0% DMSO wells, 100% maximal acetylcholine response;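 active = activation above the run's mean over test compounds plus 3 SD, cut at about 23% in these data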;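 also: signal is peak over basal fluorescence ratio across the kinetic read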
Target sequence (P08912 whole entry, looked up): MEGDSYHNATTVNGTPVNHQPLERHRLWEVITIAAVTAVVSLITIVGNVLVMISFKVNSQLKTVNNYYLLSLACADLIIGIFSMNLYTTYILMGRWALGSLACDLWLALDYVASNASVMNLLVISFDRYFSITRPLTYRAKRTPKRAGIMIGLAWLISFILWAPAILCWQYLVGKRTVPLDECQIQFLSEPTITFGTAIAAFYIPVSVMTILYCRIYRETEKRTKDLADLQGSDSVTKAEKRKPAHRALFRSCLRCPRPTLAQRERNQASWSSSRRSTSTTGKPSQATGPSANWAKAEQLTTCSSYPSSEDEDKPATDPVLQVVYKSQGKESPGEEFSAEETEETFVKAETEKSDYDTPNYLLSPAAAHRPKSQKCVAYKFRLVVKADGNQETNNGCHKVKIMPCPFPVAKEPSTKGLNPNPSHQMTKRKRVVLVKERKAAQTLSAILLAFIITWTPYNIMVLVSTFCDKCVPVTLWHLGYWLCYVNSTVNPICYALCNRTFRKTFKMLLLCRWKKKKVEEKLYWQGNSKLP
M4 antag – antagonists of human muscarinic M4 receptor (CHRM4) | P08173 | CHO-hM4 cells, ACh EC80, Fluo-8 calcium fluorescence | inhibition, % at 3 µM | 360,000 tested, 0.73% active;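 active = inhibition above its plate's cutoff, the mean inhibition of sample wells plus 3 SD, cut at about 27% in these data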;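 also: 0% = acetylcholine EC80 with DMSO and 100% = DMSO without agonist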
CRFBP-R2 agonist – agonists of human CRF-binding protein/CRF-R2 receptor complex | HEK293 CRF-R2/CRF-BP, calcium dye fluorescence (FLIPR); percent of saturating CRF peptide response | activation, % at 13.2 µM | 350,000 tested, 0.46% active;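 active = activation of at least 50%, plus an integration ratio under a set limit after plate pattern correction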;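 also: plate controls were neutral control wells without compound for no effect and CRF at EC100 for full effect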
CHRM5 antagonist – blocks acetylcholine activation of human M5 receptor; CHO-hM5 cells, Fluo-8 calcium fluorescence, ACh EC80; inhibition, % at 3 µM; 360,000 tested, 0.59% active; AID 624040;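 active = inhibition above a per-plate cutoff, the mean of that plate's test compounds plus 3 SD, cut at about 27% in these data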;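 also: 0% = acetylcholine EC80 with DMSO and 100% = DMSO without agonist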
CHRM1 antagonist – antagonists of human M1 muscarinic receptor | P11229 | CHO-K1 hM1, Fluo-8 calcium fluorescence, ACh EC80 antagonist | inhibition, % at 3 µM | 360,000 tested, 1.3% active | AID 588852;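 active = percent inhibition above its own plate's cutoff, namely the mean of that plate's compound wells plus 3 SD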;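 also: peak over basal fluorescence ratio during 140 s after agonist addition; 0% = ACh EC80 plus DMSO and 100% = DMSO alone without agonist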
CHRM4 PAM – potentiates acetylcholine response at human M4 receptor | CHO-K1 hM4/Gqi5, Fluo-8 calcium fluorescence, ACh EC20; 0% = ACh EC20, 100% = maximal ACh | activation, % at 3 µM | 360,000 tested, 0.4% active | AID 624126;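 active = activation above its plate's cutoff, the mean activation of sample wells plus 3 SD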; also: some results filed as inactive read as strong as hits
CHRM5 PAM – positive allosteric modulators of human muscarinic M5 receptor; P08912; CHO-K1 hM5, Fluo-8 calcium, ACh EC20 PAM; 0% = ACh EC20, 100% = ACh EC100; activation, % at 3 µM; 360,000 tested, 0.3% active; AID 624038;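 active = activation above the run cutoff, the mean activation of all test compounds plus 3 SD, cut at about 18% in these data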
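Replicates: One well per compound, no replicates | System: Human M5 receptor in CHO-K1 cells | Benchmarks: Low control EC20 acetylcholine (0%), high control EC100 acetylcholine (100%) | Probe or stimulus: Acetylcholine, EC20 level | Times: Fluo-8 loading 80 min at 37 °C plus 30 min room temperature | Signal: Intracellular calcium via Fluo-8 fluorescence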
Active calls of the source: *. Not a hit list; about 2.8% have a hit in one of these screens.

How did CCN(CC(=O)Nc1ccc(NC(C)=O)cc1)C(=O)Cc1ccc(Cl)c(Cl)c1 do in these assays?
M4 ag: 4; M1 PAM: 8; M5 ag: -2; M4 antag: -3; CRFBP-R2 agonist: -0.3; CHRM5 antagonist: 4; CHRM1 antagonist: -12; CHRM4 PAM: 3; CHRM5 PAM: -1

How did CCOC(=O)C1(Cc2ccc(Cl)cc2)CCN(C(C)Cc2ccc(O)c(OC)c2)CC1 (stereo unspecified) do in these assays?
M4 ag: 12; M1 PAM: -17; M5 ag: 5; M4 antag: 17; CRFBP-R2 agonist: 2.7; CHRM5 antagonist: 30*; CHRM1 antagonist: 39*; CHRM4 PAM: -12; CHRM5 PAM: -15

What do the screens show for `Cc1ccc(-n2ncc3c(=O)n(CC#N)cnc32)cc1`?
M4 ag: 0; M1 PAM: -4; M5 ag: -1; M4 antag: -6; CRFBP-R2 agonist: -3.3; CHRM5 antagonist: -4; CHRM1 antagonist: 8; CHRM4 PAM: 0; CHRM5 PAM: 1

How did COc1ccc(CCNC(=O)C(C(=O)c2ccccc2)n2ccccc2=O)cc1OC (stereo unspecified) do in these assays?
M4 ag: 0; M1 PAM: 6; M5 ag: -2; M4 antag: -10; CRFBP-R2 agonist: 0.2; CHRM5 antagonist: -4; CHRM1 antagonist: -1; CHRM4 PAM: 7; CHRM5 PAM: 1

How did NC(=O)C1CCN(C(=O)c2cc3c(s2)CCCC3)CC1 do in these assays?
M4 ag: 0; M1 PAM: 11; M5 ag: 0; M4 antag: 4; CRFBP-R2 agonist: -1.4; CHRM5 antagonist: 2; CHRM1 antagonist: -14; CHRM4 PAM: 8; CHRM5 PAM: -1

What do the screens show for `Cn1c(=O)c2c(ncn2CC(=O)OCC(=O)c2ccc(F)c(F)c2)n(C)c1=O`?
M4 ag: 1; M1 PAM: 3; M5 ag: 0; M4 antag: -8; CRFBP-R2 agonist: -1.4; CHRM5 antagonist: 6; CHRM1 antagonist: -5; CHRM4 PAM: -2; CHRM5 PAM: -2

How did O=c1c2ccccc2nc2c3ccccc3c(NCc3cccnc3)nn12 do in these assays?
M4 ag: 2; M1 PAM: 3; M5 ag: 2; M4 antag: -4; CRFBP-R2 agonist: 0.3; CHRM5 antagonist: 1; CHRM1 antagonist: 3; CHRM4 PAM: 9; CHRM5 PAM: 12

Results for Clc1ccc(/C(Cc2nc3ccccc3[nH]2)=N\Nc2ccccc2)cc1 ?
M4 ag: 2; M1 PAM: -5; M5 ag: -1; M4 antag: -15; CRFBP-R2 agonist: -2.6; CHRM5 antagonist: -12; CHRM1 antagonist: -1; CHRM4 PAM: -9; CHRM5 PAM: -5

Results for CC(=O)Nc1ccc(S(=O)(=O)N/N=C/c2ccc(C)s2)cc1 ?
M4 ag: 2; M1 PAM: -4; M5 ag: -2; M4 antag: -3; CRFBP-R2 agonist: 1.0; CHRM5 antagonist: -7; CHRM1 antagonist: 5; CHRM4 PAM: 10; CHRM5 PAM: -4

Results for Cc1ccc(NC(=O)CCc2nc3ccccc3c(=O)[nH]2)cc1S(=O)(=O)N1CCOCC1 ?
M4 ag: 1; M1 PAM: 4; M5 ag: -1; M4 antag: -1; CRFBP-R2 agonist: 1.1; CHRM5 antagonist: 4; CHRM1 antagonist: 6; CHRM4 PAM: 5; CHRM5 PAM: -6

No new results follow: 2 of the compounds above.
How did CCOC(=O)C1(Cc2ccc(Cl)cc2)CCN(C(C)Cc2ccc(O)c(OC)c2)CC1 (stereo unspecified) do in these assays?
M4 ag: 12; M1 PAM: -17; M5 ag: 5; M4 antag: 17; CRFBP-R2 agonist: 2.7; CHRM5 antagonist: 30*; CHRM1 antagonist: 39*; CHRM4 PAM: -12; CHRM5 PAM: -15

What do the screens show for `Cc1ccc(-n2ncc3c(=O)n(CC#N)cnc32)cc1`?
M4 ag: 0; M1 PAM: -4; M5 ag: -1; M4 antag: -6; CRFBP-R2 agonist: -3.3; CHRM5 antagonist: -4; CHRM1 antagonist: 8; CHRM4 PAM: 0; CHRM5 PAM: 1

Going on with the list:
What do the screens show for `Cn1c(=O)[nH]c(=O)c2c1nc(N1CCOCC1)n2CCCSc1ncccn1`?
M4 ag: 0; M1 PAM: 2; M5 ag: 0; M4 antag: 2; CRFBP-R2 agonist: 2.8; CHRM5 antagonist: -4; CHRM1 antagonist: -2; CHRM4 PAM: -3; CHRM5 PAM: 1

Results for COc1ccc(/C=C2\CCC(C3CCCC3)C2=O)cc1 (stereo unspecified) ?
M4 ag: 0; M1 PAM: -1; M5 ag: -4; M4 antag: 2; CRFBP-R2 agonist: 1.8; CHRM5 antagonist: 13; CHRM1 antagonist: 4; CHRM4 PAM: 2; CHRM5 PAM: -6

Results for Cc1ccc(/C=C(\C#N)C(=O)Nc2c(C)cccc2C)s1 ?
M4 ag: 8; M1 PAM: 7; M5 ag: 3; M4 antag: 16; CRFBP-R2 agonist: 1.2; CHRM5 antagonist: 3; CHRM1 antagonist: -12; CHRM4 PAM: -6; CHRM5 PAM: 1

What do the screens show for `Cc1ccc(-c2nc3c(C)cc(Br)cn3c2Cc2ccccc2)cc1`?
M4 ag: -1; M5 ag: -1; M4 antag: -3; CHRM5 antagonist: 0; CHRM4 PAM: 12; CHRM5 PAM: 1

How did CC(C)c1nnc(NC(=O)CCC(=O)NCc2cccs2)s1 do in these assays?
M4 ag: 0; M1 PAM: 14; M5 ag: 0; M4 antag: 2; CRFBP-R2 agonist: 1.9; CHRM5 antagonist: -5; CHRM1 antagonist: -8; CHRM4 PAM: -4; CHRM5 PAM: 0

What do the screens show for `CCOc1ccc(S(=O)(=O)N2CCCCC2)cc1NC(=O)c1ccccc1`?
M4 ag: 0; M1 PAM: 14; M5 ag: 1; M4 antag: 9; CRFBP-R2 agonist: 0.5; CHRM5 antagonist: 1; CHRM1 antagonist: -12; CHRM4 PAM: 5; CHRM5 PAM: 5

What do the screens show for `CCOC(=O)c1c(NC(=O)C2C3CCC(O3)C2C(=O)O)sc2c1CCC(CC)C2` (stereo unspecified)?
M4 ag: 0; M1 PAM: -10; M5 ag: -4; M4 antag: -3; CRFBP-R2 agonist: -0.2; CHRM5 antagonist: 6; CHRM1 antagonist: 1; CHRM4 PAM: 5; CHRM5 PAM: -3

How did CCn1c(Cc2cccc3ccccc23)nnc1SCC(=O)Nc1nccs1 do in these assays?
M4 ag: 3; M1 PAM: 5; M5 ag: -2; M4 antag: 0; CRFBP-R2 agonist: -1.1; CHRM5 antagonist: 8; CHRM1 antagonist: -2; CHRM4 PAM: -1; CHRM5 PAM: -8

Results for CN(Cc1ccc(Cl)cc1)C(CCc1ccccc1)C(=O)NC1CCCCC1 (stereo unspecified) ?
M4 ag: -1; M1 PAM: -3; M5 ag: 2; M4 antag: 2; CHRM5 antagonist: 6; CHRM1 antagonist: -18; CHRM4 PAM: -2; CHRM5 PAM: 6

What do the screens show for `Cc1cc2c(NCC(C)O)ncnc2s1` (stereo unspecified)?
M4 ag: 0; M1 PAM: 6; M5 ag: 1; M4 antag: -5; CRFBP-R2 agonist: -0.6; CHRM5 antagonist: -2; CHRM1 antagonist: -28; CHRM4 PAM: 2; CHRM5 PAM: -2

How did Cc1ccc(CNC(=O)CSc2ccc(-c3cccs3)nn2)cc1 do in these assays?
M4 ag: 0; M1 PAM: 2; M5 ag: -2; M4 antag: -15; CRFBP-R2 agonist: -0.1; CHRM5 antagonist: -4; CHRM1 antagonist: -4; CHRM4 PAM: 6; CHRM5 PAM: -1

How did CCOC(=O)c1sc(NC(=O)CSc2nncn2C)nc1C do in these assays?
M4 ag: 1; M1 PAM: 7; M5 ag: 5; M4 antag: -4; CRFBP-R2 agonist: -1.0; CHRM5 antagonist: -9; CHRM1 antagonist: -3; CHRM4 PAM: 5; CHRM5 PAM: 4

What do the screens show for `Cc1cc(NC(=O)c2ccc3c(c2)C(=O)N(Cc2ccccc2)C3=O)no1`?
M4 ag: 2; M1 PAM: 9; M5 ag: -1; M4 antag: -5; CRFBP-R2 agonist: -2.1; CHRM5 antagonist: 6; CHRM1 antagonist: -3; CHRM4 PAM: -4; CHRM5 PAM: -6

How did Cc1cc(C)c2nc(SCC(=O)N3CCCCC3)c(C#N)cc2c1 do in these assays?
M4 ag: 0; M1 PAM: 6; M5 ag: -2; M4 antag: 4; CRFBP-R2 agonist: -0.3; CHRM5 antagonist: -4; CHRM1 antagonist: -28; CHRM4 PAM: 3; CHRM5 PAM: 1

Results for CN(C)C(CNC(=O)c1cc(Br)ccc1Cl)c1ccco1 (stereo unspecified) ?
M4 ag: 6; M1 PAM: -5; M5 ag: 4; M4 antag: 8; CRFBP-R2 agonist: 0.3; CHRM5 antagonist: 2; CHRM1 antagonist: 9; CHRM4 PAM: -6; CHRM5 PAM: -2

Results for CNC(=O)c1sc2nc(-c3ccc(OC)cc3)cn2c1C ?
M4 ag: 2; M1 PAM: 4; M5 ag: 2; M4 antag: -6; CRFBP-R2 agonist: -2.3; CHRM5 antagonist: -3; CHRM1 antagonist: -16; CHRM4 PAM: -3; CHRM5 PAM: -3

How did CC(C)(C)NC(=O)NC(=O)CSc1ncn[nH]1 do in these assays?
M4 ag: 0; M1 PAM: 0; M5 ag: -4; M4 antag: 5; CRFBP-R2 agonist: -0.2; CHRM5 antagonist: 8; CHRM1 antagonist: 12; CHRM4 PAM: 2; CHRM5 PAM: 2

What do the screens show for `CCCCOCCCNc1ncnc2c1[nH]c1ccccc12`?
M4 ag: 21; M1 PAM: -22; M5 ag: 6; M4 antag: 31*; CRFBP-R2 agonist: 12; CHRM5 antagonist: 28*; CHRM1 antagonist: 35*; CHRM4 PAM: -28; CHRM5 PAM: -18

What do the screens show for `OCCCc1ccc(O)c(O)c1`?
M4 ag: 0; M1 PAM: 2; M5 ag: 1; M4 antag: -15; CRFBP-R2 agonist: 23; CHRM5 antagonist: -2; CHRM1 antagonist: -6; CHRM4 PAM: 3; CHRM5 PAM: 1

How did O=C(COc1ccccc1[N+](=O)[O-])Nc1ccc2oc(=O)ccc2c1 do in these assays?
M4 ag: 0; M1 PAM: 6; M5 ag: -3; M4 antag: -5; CRFBP-R2 agonist: 4.0; CHRM5 antagonist: -2; CHRM1 antagonist: -4; CHRM4 PAM: 1; CHRM5 PAM: 1

Results for COc1cccc(/C=C/C(=O)OCC(=O)c2c[nH]c3ccccc23)c1OC ?
M4 ag: 14; M1 PAM: -11; M5 ag: -1; M4 antag: 13; CRFBP-R2 agonist: 16; CHRM5 antagonist: 27*; CHRM1 antagonist: 9; CHRM4 PAM: -9; CHRM5 PAM: -18

What do the screens show for `O=C(NCc1ccc2c(c1)OCO2)OCc1ccccc1`?
M4 ag: 2; M5 ag: -2; M4 antag: 15; CHRM5 antagonist: -2; CHRM4 PAM: -2; CHRM5 PAM: -2

How did CC1(C)Cc2cccc(OCC(=O)NCCOc3ccccc3)c2O1 do in these assays?
M4 ag: 2; M1 PAM: 10; M5 ag: -6; M4 antag: 6; CRFBP-R2 agonist: 0.1; CHRM5 antagonist: 7; CHRM1 antagonist: -15; CHRM4 PAM: -6; CHRM5 PAM: 1

What do the screens show for `O=C(NNC(=O)c1cccs1)c1cccc(F)c1`?
M4 ag: 2; M1 PAM: 14; M5 ag: -2; M4 antag: -3; CRFBP-R2 agonist: -1.1; CHRM5 antagonist: 5; CHRM1 antagonist: -7; CHRM4 PAM: -1; CHRM5 PAM: -1
